FBW7 activator – human FBW7 E3 ligase activation, primary screen; normalized activity (activation), % at 26.1 µM; actives 0.13% (n = 650,000); Q969H0; AlphaScreen FBW7–phospho-cyclin E peptide binding, activator screen; AID 1259310; in the data active = normalized activity above about 1.9%;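 also: purified mutant Fbw7 with reduced substrate affinity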
MITF inh – blocks human microphthalmia-associated transcription factor; O75030; AlphaScreen MITF homodimerization, bead proximity signal; inhibition, % at 2.6 µM; actives 0.91% (n = 650,000); AID 1259374; in the data active = inhibition above about 50%;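 also: 0% = vehicle wells with protein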
Target sequence (O75030 whole entry, looked up): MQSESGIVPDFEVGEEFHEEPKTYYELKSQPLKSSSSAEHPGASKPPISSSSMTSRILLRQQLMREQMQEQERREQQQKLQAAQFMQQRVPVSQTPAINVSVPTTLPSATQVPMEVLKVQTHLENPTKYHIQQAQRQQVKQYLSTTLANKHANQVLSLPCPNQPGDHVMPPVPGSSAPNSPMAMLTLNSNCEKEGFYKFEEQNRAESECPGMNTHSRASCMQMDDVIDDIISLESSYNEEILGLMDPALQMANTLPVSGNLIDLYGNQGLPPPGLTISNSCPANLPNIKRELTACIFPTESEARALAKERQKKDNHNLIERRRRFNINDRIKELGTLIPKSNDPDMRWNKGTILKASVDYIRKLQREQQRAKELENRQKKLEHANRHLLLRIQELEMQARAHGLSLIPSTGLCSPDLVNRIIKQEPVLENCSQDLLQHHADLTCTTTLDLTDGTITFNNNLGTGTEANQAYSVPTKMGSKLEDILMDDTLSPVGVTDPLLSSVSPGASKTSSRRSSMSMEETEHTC
TEAD-YAP block – TEAD-YAP interaction inhibition | HEK-TIYL cells, TEAD-Gal4/YAP UAS-luciferase luminescence | inhibition, % at 9.12 µM | actives 1.4% (n = 640,000); in the data active = inhibition above about 32%;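 also: 0% = median of test compound wells and 100% = reference inhibitor wells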
GPR151 activ – human GPR151 activation; actives 1% (n = 650,000); activation, % at 11.2 µM; PathHunter beta-arrestin GPR151 cells, luminescence; in the data active = activation above about 4.9%;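 also: 0% = median of compound wells and 100% = cells with positive control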
Target sequence (Q8TDV0 whole entry, looked up): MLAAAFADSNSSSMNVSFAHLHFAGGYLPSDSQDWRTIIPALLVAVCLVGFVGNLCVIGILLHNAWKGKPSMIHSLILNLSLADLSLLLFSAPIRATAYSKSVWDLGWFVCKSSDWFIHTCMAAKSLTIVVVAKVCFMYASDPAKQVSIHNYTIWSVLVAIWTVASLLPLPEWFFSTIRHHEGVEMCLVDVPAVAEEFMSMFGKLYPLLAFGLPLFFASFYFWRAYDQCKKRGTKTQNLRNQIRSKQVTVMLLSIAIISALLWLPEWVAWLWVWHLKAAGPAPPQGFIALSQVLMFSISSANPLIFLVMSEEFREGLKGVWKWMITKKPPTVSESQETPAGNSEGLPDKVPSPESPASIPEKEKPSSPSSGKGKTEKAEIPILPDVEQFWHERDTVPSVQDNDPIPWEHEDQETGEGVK
* hit, by the source's call.

SMILES	FBW7 activator	MITF inh	TEAD-YAP block	GPR151 activ
CCOC(=O)c1sc2nc(SCc3cc(C(C)=O)ccc3OC)n(CCC3=CCCCC3)c(=O)c2c1C	-0.1	-0.8	-8.2	-1.2
O=C1/C(=N\n2cnnc2)c2ccccc2N1Cc1ccccc1	-0.1	12.3	4.3	-0.7
CCN(CC)C(=O)C1CCCN(c2nc(C)cc(NC3CCN(Cc4ccccc4)CC3)n2)C1 (stereo not given)	0.1	6.9	-3.6	-0.6
O=C(NCc1ccc2c(c1)OCO2)C(Cl)Cl	0.2	12.1	9.3	-0.6
Cn1c(-c2nonc2NC(=O)c2ccccc2Cl)nc2ccccc21	-0.1	8.0	0.9	1.8
CCOc1ccc(-c2[nH]nc3c2C(c2ccccc2F)C(C#N)=C(N)O3)c(OCC)c1 (stereo not given)	0.2	10.2	1.1	7.1*
O=C(c1ccc2c(=O)n(Cc3ccccc3)c(SCc3cccc([N+](=O)[O-])c3)nc2c1)N1CCN(c2ccccc2)CC1	-0.1	13.6	-0.7	-1.1
Cn1c(Cc2ccccc2)nnc1SCC(=O)NCc1ccccc1	-0.2	-12.8	-5.0	-0.3
CC(C)NC(=O)C(=O)Nc1cccc(Cl)c1Cl	0.1	-3.1	-17.4	0.6
O=C(CSc1nc2c(cnn2-c2ccccc2)c(=O)[nH]1)N1CCN(c2ccccc2)CC1	0.0	1.5	15.8	-1.6
COc1cccc(C(=O)NCC(=O)OCC(=O)Nc2cc(C)on2)c1	0.0	1.0	-3.3	0.1
CC1CN(/C(=N\O)c2nonc2N)CC(C)N1/C(=N/O)c1nonc1N (stereo not given)	0.1	10.8	3.8	0.0

Shown comma-delimited: part of the list above.
SMILES,FBW7 activator,MITF inh,TEAD-YAP block,GPR151 activ
O=C(NCc1ccc2c(c1)OCO2)C(Cl)Cl,0.2,12.1,9.3,-0.6
Cn1c(-c2nonc2NC(=O)c2ccccc2Cl)nc2ccccc21,-0.1,8.0,0.9,1.8
CCOc1ccc(-c2[nH]nc3c2C(c2ccccc2F)C(C#N)=C(N)O3)c(OCC)c1 (stereo not given),0.2,10.2,1.1,7.1*
O=C(c1ccc2c(=O)n(Cc3ccccc3)c(SCc3cccc([N+](=O)[O-])c3)nc2c1)N1CCN(c2ccccc2)CC1,-0.1,13.6,-0.7,-1.1
Cn1c(Cc2ccccc2)nnc1SCC(=O)NCc1ccccc1,-0.2,-12.8,-5.0,-0.3
CC(C)NC(=O)C(=O)Nc1cccc(Cl)c1Cl,0.1,-3.1,-17.4,0.6
O=C(CSc1nc2c(cnn2-c2ccccc2)c(=O)[nH]1)N1CCN(c2ccccc2)CC1,0.0,1.5,15.8,-1.6

(next part)
SMILES	FBW7 activator	MITF inh	TEAD-YAP block	GPR151 activ
CN1N=C(c2ccc(Cl)cc2)Cn2c1nc1c2c(=O)n(C)c(=O)n1C	0.0	-6.9	0.3	1.2
COc1ccc(C)cc1S(=O)(=O)N(CC(N)=O)Cc1ccccc1	0.1	1.4	3.1	-0.4
Cc1nc(NC(=O)CSc2nnc3c4c5c(sc4nc(C)n23)CCCC5)sc1C	0.1	-13.9	-0.2	2.5
CCC(=O)Oc1ccc2c(C)cc(=O)oc2c1C(=O)c1ccccc1	-0.2	-1.8	0.1	0.4
Cc1cccc(NCC(=O)c2ccc(Cl)c(Cl)c2)c1	-0.1	-14.7	-6.5	0.1
Cc1cccc(C)c1NC(=O)CSc1nnnn1-c1ccccc1	-0.3	1.5	5.3	-0.9
Cc1ccc(S(=O)(=O)Nc2ccc(S(=O)(=O)N3CCCC3)cc2)cc1[N+](=O)[O-]	0.6	12.2	1.8	-0.5
O=C(CSCC(=O)N1CCCCC1)Nc1nc(-c2ccc3ccccc3c2)cs1	0.1	18.4	-64.0	-0.6
COc1ccc(-c2nc(Nc3ccccc3)c3cc(OC)c(OC)cc3n2)cc1	0.1	4.0	-0.5	1.5
Cc1ccc(C(=O)Nc2nnc(SCC(=O)NC3CCCCC3)s2)cc1	0.6	-13.8	1.7	-1.3
O=C(CSc1nc2ccccc2c(=O)n1NC(=O)CCc1c[nH]c2ccccc12)NCc1ccccc1	-0.2	-4.0	-2.4	-0.3
O=C1/C(=C/c2ccc(F)cc2)NC(=S)N1c1ccccc1	-0.3	6.8	0.8	-0.7
Cc1nc2ccccc2c(=O)n1Cc1cccnc1	0.0	-4.1	-3.4	1.8
COc1cc(C(=O)N/C(=C/c2ccc3c(c2)OCO3)C(=O)O)cc(OC)c1OC	0.1	13.8	0.4	-0.7
O=c1[nH]c(CN2CCN(c3ccc(O)cc3)CC2)nc2cc(Cl)ccc12	0.0	-6.6	-2.0	-1.2
CSc1ccc(S(=O)(=O)Nc2ccccc2C(=O)NC(C)C)cc1	-0.2	3.9	-5.3	3.7
COc1cccc(-n2c(SCC(=O)N3CCCC(C)C3)nnc2-c2ccccn2)c1 (stereo not given)	0.0	1.1	3.4	0.2
C[C@@H](O)[C@@H]1NC(=O)[C@@H]2C[C@H](NCc3ccc(Cl)s3)CN2C1=O	0.5	-8.4	-7.7	-2.5
CC(C)c1ccc(/C=C(\C#N)C(=O)O)cc1	-0.3	7.6	22.8	0.5
COc1ccc(C)cc1NC(=S)NC12CN3CN(CN(C3)C1)C2	0.1	-11.9	-4.1	-0.3
CC[C@H](Cn1nc(-c2ccc(F)c(F)c2)ccc1=O)NC(=O)C1CCC1	-0.2	5.8	-6.5	1.9
COc1ccc(S(=O)(=O)Nc2ccc(S(=O)(=O)Nc3ccc(C)c(C)c3)cc2)cc1	0.1	5.0	3.1	1.5
O=C(Sc1nc2ccccc2o1)N1c2ccccc2Sc2ccccc21	0.4	12.7	-0.3	-0.1
CCOC(=O)c1nc2sc3c(c2c(=O)[nH]1)CCCC3	-0.1	-1.0	-9.1	-0.6
CCCCOC(=O)c1ccc(Nc2c([N+](=O)[O-])ccc3nonc23)cc1	0.5	5.3	-0.3	-1.4
Cc1ccc(NS(=O)(=O)c2ccc3c(c2)NC(=O)CC(=O)N3)cc1Cl	0.1	10.9	11.4	1.3
Nn1c(SCC(=O)N2CCOCC2)nnc1C1CC1	0.2	-3.9	-7.1	0.2
CCOC(=O)C12CC1/C(=N/O)c1ccccc1O2 (stereo not given)	0.1	-4.6	-1.9	-0.6
N/C(=N\OCC(=O)Nc1ccc([N+](=O)[O-])cc1)c1nonc1N	0.5	8.9	5.9	0.2
CC(=O)c1ccccc1OC(=O)COc1ccc(Cl)cc1C	0.1	-8.5	-3.6	0.4
CN1CCN(C(=O)c2c(NC(=O)c3ccccc3F)sc3c2CCCCC3)CC1	-0.1	8.6	-7.8	-0.4
CCC(C)N1C(=O)/C(=C/c2c(N3CCOCC3)nc3ccc(C)cn3c2=O)SC1=S (stereo not given)	-0.1	13.7	6.2	-0.9
Cc1cnc(C(=O)NCC(c2ccco2)N(C)C)cn1 (stereo not given)	0.2	17.4	-6.9	-1.0
O=C(CSc1ccc(-n2cccn2)nn1)Nc1ccc(F)cc1F	-0.1	-16.5	-18.4	-0.8
Cc1ccc(S(=O)(=O)n2c(C)cc(C(=O)O)c2C)cc1	0.7	18.9	9.1	-0.5
COc1ccc(OC)c(C(c2c(O)[nH]c(=O)[nH]c2=O)N2CCCC(C)C2)c1 (stereo not given)	-0.1	17.6	0.3	1.7
O=C(Nc1cccc([N+](=O)[O-])c1)c1ccc2c(c1)C(=O)N(c1cccc3ccccc13)C2=O	0.0	-2.9	7.0	0.3
CC1CN(S(=O)(=O)c2ccc(C(=O)O)cc2)CC(C)O1 (stereo not given)	-0.1	-1.1	-11.9	-0.5
C=CCOc1ccccc1/C=N/O	0.0	-4.7	-6.9	-0.5
O=C(Nc1cccnc1)c1sc2cc([N+](=O)[O-])ccc2c1Cl	0.1	-1.5	5.6	0.0
Cc1nc(C)c(/C(O)=C/c2nc3ccc([N+](=O)[O-])cc3oc2=O)o1	-0.2	11.9	-6.2	-1.1
COC(=O)c1ccccc1S(=O)(=O)Nc1ccc(S(=O)(=O)N2CCCCC2)cc1	0.7	-2.7	0.9	-0.9
CCCCCC(=O)Nc1ccc(C(=O)Nc2ccc(C(C)=O)cc2)cc1	-0.2	0.9	-49.0	-0.6
O=C(O)c1cccc2c1C(=O)N(Cc1ccncc1)C2	-0.1	0.8	8.4	1.0
C=CCc1cc(OC)ccc1OCCCCNCCOC	0.3	36.4	-6.6	1.5
COc1ccccc1C(=O)NCc1n[nH]c(=S)n1Cc1ccccc1	0.1	2.5	-10.2	0.2
COc1ccc(C(=O)N2CCC(C3(CCC(C)C)NC(=O)NC3=O)CC2)c(OC)c1OC (stereo not given)	0.0	2.6	-4.9	-0.8
O=C(c1ccc([N+](=O)[O-])cc1)N1CCN(C2C3CC4CC(C3)CC2C4)CC1 (stereo not given)	-0.5	23.9	4.6	-0.2
CCOC(=O)c1cnn(-c2cc(-c3ccccc3)c3ccc(OC)cc3n2)c1N	0.8	23.0	-10.2	-0.3
CCOC(=O)c1c(NC(=O)CN2C(=O)c3ccccc3C2=O)sc(C(C)=O)c1C	0.1	12.3	7.3	-0.8
Cc1nc(N2CCN(c3ccccn3)CC2)c2c(C)c(C(=O)NCCN3CCOCC3)sc2n1	-0.2	18.9	14.5	0.0
COc1ccccc1-c1cc(C(=O)N2CCc3ccccc3C2)no1	-0.1	-6.6	-8.3	-0.2
O=C(Nc1ccccc1C(F)(F)F)c1cc2nc(-c3ccc(Cl)cc3)cc(C(F)(F)F)n2n1	0.3	11.8	5.3	-0.8
CCOCCCNC(=O)c1ccc(CS(=O)(=O)c2cccc(C(F)(F)F)c2)o1	0.2	24.2	-9.1	-0.9
O=C(NC1CC1)c1ccc(N2C(=O)C3C4c5ccccc5C(c5ccccc54)C3C2=O)cc1 (stereo not given)	0.0	-1.4	-1.7	-0.3
Cn1c(Nc2cccc(C(=O)NCCc3ccc(O)cc3)n2)nc2ccccc21	-0.2	16.7	-3.4	0.6
CCCCNC(=O)NC(=O)N(C)S(C)(=O)=O	0.1	0.0	4.3	0.7
N#CC1=C(N)N(c2ccc(Br)cn2)C2=C(C(=O)CCC2)C1c1cc(Br)cs1 (stereo not given)	-0.2	-3.1	0.0	0.7
COc1cc(C2C(C(=O)N3CCCCC3)=C(C)NC3=C2C(=O)CC(C)(C)C3)ccc1OCc1ccccc1 (stereo not given)	0.1	10.6	-4.7	-0.3
Cc1ccc(/C=N/Nc2cccc(C(=O)O)c2)o1	0.3	59.2*	11.6	-6.9

The listing continues.
SMILES	FBW7 activator	MITF inh	TEAD-YAP block	GPR151 activ
O=C(Nc1ccc(F)cc1)c1cccc(Cl)c1	0.0	-5.1	-25.5	-2.0
N#CC1=C(N)SC(N)=C(C#N)C1c1ccc(F)c(Oc2ccccc2)c1	0.7	5.4	9.5	0.2
CCC(Oc1ccc2c(C)c(CC(C)C)c(=O)oc2c1)C(=O)O (stereo not given)	0.0	-2.7	-0.8	-0.5
CC(NC(=S)Nc1ccc2c(c1)OCO2)C1CCCO1 (stereo not given)	0.2	11.6	-10.0	-0.6
COc1ccccc1N1CCN(C(=O)CSc2nc3ncnc(N)c3[nH]2)CC1	-0.2	0.9	6.5	1.9
N/C(=N\OC(=O)c1ccccc1CCc1ccccc1)c1cccnc1	-0.2	-5.6	-2.6	1.2
O=C(Nc1ccc(F)cc1F)c1cc2c(=O)oc3ccccc3c2s1	-0.1	1.5	7.5	0.5
CN(c1cccc(NC(=O)CN(c2cccc(F)c2)S(C)(=O)=O)c1)S(C)(=O)=O	1.2	0.8	12.9	-0.9
COc1cc(-c2nnc(SCc3cccc(Cl)c3)nc2-c2cc(OC)c(OC)c(OC)c2)cc(OC)c1OC	0.1	15.6	-21.6	0.0
O=S(=O)(Cc1ccccc1Cl)NCCc1ccc(N2CCCC2)cc1	-0.8	-4.2	-12.7	0.9
Cc1cccc(C(=O)Nc2sc3c(c2C(=O)N2CCN(C)CC2)CCC3)c1	0.0	7.5	3.4	1.4
O=C(CSc1c[nH]c2ccccc12)NC1CCCCC1	-0.1	7.3	2.2	-1.6
COc1cccc(N=C2c3ccc([N+](=O)[O-])cc3C(=O)C2C(C)=O)c1 (stereo not given)	0.0	-0.8	-1.6	0.3
CC(C)OC(=O)c1c(NC(=O)C2CC=CCC2C(=O)O)sc2c1CCCC2 (stereo not given)	0.0	-7.1	-2.3	-1.1
COc1ccc(Nc2nc(NC3CCCCC3)nc3c2cnn3C)cc1	0.8	18.4	6.2	2.1
CC(C(=O)Nc1cccc(Br)c1)N(c1ccc(Cl)cc1)S(C)(=O)=O (stereo not given)	0.0	4.4	-2.7	-1.1
S=C(NCCc1ccccc1)Nc1ccccn1	-0.1	11.8	-45.1	0.3
Cc1ccc(-n2c(SCC(=O)N3CCCC3)nc3c([nH]c4ccccc43)c2=O)cc1	0.4	-23.2	-22.4	0.5
C(=N\Nc1nn[nH]n1)/c1ccc(OCc2ccccc2)cc1	-0.2	25.4	-3.4	-1.2
Cc1ccc2c(c1)CC(=O)NC21CCN(C(=O)c2ccccc2C(=O)O)CC1	-0.4	3.1	0.9	0.7
COc1cccc(C=O)c1OC(=O)c1ccc(F)cc1	0.5	-6.8	3.8	-0.6
CCC(C(=O)Nc1ccccc1C#N)c1ccccc1 (stereo not given)	-0.2	1.8	0.5	2.3
O=C(Nc1ccc(N2CCOCC2)cc1)c1cnc(N2CCCC2CO)s1 (stereo not given)	-0.1	-29.0	0.0	0.1
Cc1nc(Cl)c(C(=O)NCc2ccccc2)c(C)c1Cl	0.0	-4.7	1.2	-0.5
NC(=O)C1CCCN(C(=S)NC(=O)c2sc3ccccc3c2Cl)C1 (stereo not given)	0.0	-11.9	12.1	-1.2
COC(=O)c1cc(CSc2nnc(Nc3ccccc3C)s2)oc1C	0.0	-5.8	8.0	2.4
FC(F)(F)Oc1ccc(Nc2nccc(NCc3cccc(C(F)(F)F)c3)n2)cc1	0.0	-5.0	20.2	3.9
